Compound activity from PubChem BioAssay.
PPARg SRC2 recr: PPARgamma-driven SRC-2 recruitment agonism. activation, % at 8 µM. 200,000 tested, 0.34% active. PPARgamma LBD-SRC-2 recruitment, biochemical; in the data active = activation above about 22%;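 also: 0% = vehicle and 100% = reference agonist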
Target sequence (P37231 whole entry, looked up, the tested form may be a part): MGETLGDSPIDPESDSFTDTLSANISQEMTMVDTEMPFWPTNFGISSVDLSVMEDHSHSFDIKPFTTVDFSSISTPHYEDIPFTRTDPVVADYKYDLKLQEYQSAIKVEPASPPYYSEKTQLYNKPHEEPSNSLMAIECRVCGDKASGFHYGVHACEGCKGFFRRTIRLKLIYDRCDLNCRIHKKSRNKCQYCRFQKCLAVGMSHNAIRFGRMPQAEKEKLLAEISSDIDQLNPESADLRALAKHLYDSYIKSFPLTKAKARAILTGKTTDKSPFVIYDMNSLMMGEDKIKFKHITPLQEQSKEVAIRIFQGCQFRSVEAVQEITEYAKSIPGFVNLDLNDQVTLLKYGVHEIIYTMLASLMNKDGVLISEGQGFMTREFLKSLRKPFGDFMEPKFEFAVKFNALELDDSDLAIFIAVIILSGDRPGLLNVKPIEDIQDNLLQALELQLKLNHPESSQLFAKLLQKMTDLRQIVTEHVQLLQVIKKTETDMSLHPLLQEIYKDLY
bIAP activator: increases bovine intestinal alkaline phosphatase activity; purified bovine IAP, CDP-star luminescence, 30 min; hits give high values; fold of DMSO-control signal, blank-subtracted; activation factor at 20 µM; 200,000 tested, 0.17% active;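 active = activation factor of 2 or more at 20 µM, a signal rise over negative controls twice the positive control's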
TNAP inh hiacc: TNAP (human) inhibition, high acceptor | purified TNAP, CDP-star luminescence, 1 M DEA | inhibition, % at 20 µM | 200,000 tested, 0.03% active;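 active = over 50% inhibition of tissue-nonspecific alkaline phosphatase at 20 µM in the single-dose screen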;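 also: plate controls were DMSO wells for no effect and EDTA-quenched wells as full inhibition for full effect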
Target sequence (P05186 whole entry, looked up): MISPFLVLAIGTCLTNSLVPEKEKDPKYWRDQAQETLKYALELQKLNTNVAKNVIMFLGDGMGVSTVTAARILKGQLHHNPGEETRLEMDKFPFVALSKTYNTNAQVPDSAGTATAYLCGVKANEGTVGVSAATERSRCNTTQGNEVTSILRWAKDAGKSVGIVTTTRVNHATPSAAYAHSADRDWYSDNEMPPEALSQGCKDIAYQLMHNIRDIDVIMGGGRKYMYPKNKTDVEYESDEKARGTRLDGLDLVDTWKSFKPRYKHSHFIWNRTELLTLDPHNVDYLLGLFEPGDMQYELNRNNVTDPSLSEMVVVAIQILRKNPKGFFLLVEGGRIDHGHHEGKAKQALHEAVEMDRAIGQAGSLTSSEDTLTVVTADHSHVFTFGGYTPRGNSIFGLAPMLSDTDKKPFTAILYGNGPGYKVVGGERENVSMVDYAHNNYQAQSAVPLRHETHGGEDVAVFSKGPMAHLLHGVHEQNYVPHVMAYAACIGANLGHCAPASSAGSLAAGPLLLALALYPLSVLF
TNAP inh no acc: blocks human TNAP activity with no phosphate acceptor present; P05186; purified TNAP, CDP-star luminescence, 30 min; inhibition, % at 20 µM; 200,000 tested, 0.26% active;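 active = tissue-nonspecific alkaline phosphatase inhibition above about 50% at 20 µM in the single-dose screen, limit read from the data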;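 also: 0% = DMSO negative control and 100% = EDTA positive control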
PPARg SRC1 recr: agonists of human PPARgamma SRC-1 coactivator recruitment; P37231; PPARgamma-SRC-1 coactivator recruitment biochemical assay; activation, % at 8 µM; 200,000 tested, 0.41% active; AID 631; in the data active = activation above about 19%;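 also: 0% = DMSO and 100% = reference agonist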
bIAP inhibitor: blocks bovine intestinal alkaline phosphatase activity; 190,000 tested, under 10 active; purified bovine IAP, CDP-star luminescence, 30 min; inhibition, % at 20 µM; AID 1019;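 active = over 50% inhibition of intestinal alkaline phosphatase at 20 µM in the single-dose screen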
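System: purified bovine intestinal alkaline phosphatase (IAP) enzyme; Input: IAP diluted 1/65,000,000 in the well; Measured by: CDP-star luminescence signal; Compound dosing: 20 µM single dose; Incubation: 30 min reaction at room temperature.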
TR-FRET SRC-2 ct: counter-screen for PPARgamma SRC-2 recruitment agonists: TR-FRET artefact; AID 1049; 200,000 tested, 0.4% active; hits give high values; TR-FRET ratio at 8 µM; in the data active = TR-FRET ratio above about 2000; also: inactives centre near 1500
PPARg SRC3 recr: promotes SRC-3 coactivator recruitment by human PPARgamma | P37231 | biochemical PPARgamma/SRC-3 coactivator recruitment assay | activation, % at 8 µM | 200,000 tested, 0.26% active | AID 731; in the data active = activation above about 23%;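 also: 0% = DMSO and 100% = reference agonist; some compounds past the cut are filed as inactive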
TNAP act hi DEA: activators of human TNAP at high phosphate acceptor concentration; P05186; purified TNAP, CDP-star luminescence, 1 M DEA, 30 min; hits give high values; 0 = EDTA background, 1 = DMSO-only activity; activation factor at 20 µM; 200,000 tested, under 10 active; AID 1136;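 active = activation factor at least 2 at 20 µM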
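Dosing: 20 µM single point. System: human TNAP. Amount: TNAP 1/800 final. Incubation: 30 min, room temperature. Read-out: TNAP activation factor scaled between EDTA and DMSO control wells. Signal: luminescence from CDP-star hydrolysis. Medium: 1 M DEA, pH 9.8, Mg2+, Zn2+. Control set: EDTA negative control, DMSO positive control.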
Efa HMGR inh: inhibitors of class II HMG-CoA reductase from Enterococcus faecalis; purified E. faecalis HMGR, NADPH absorbance 340 nm kinetic; inhibition, % at 10 µM; 190,000 tested, 0.41% active; AID 1066;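 active = inhibition above a set limit, the median over all tested compounds plus 3 SD, cut at about 9.5% in these data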;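 also: enzyme runs in reverse so mevalonate oxidation gives rising NADPH absorbance; 0% = complete reaction with DMSO and 100% = background rate lacking mevalonate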
* hit, by the source's call; . = no result given.

The opening 2 compounds, ahead of the listing:
SMILES	PPARg SRC2 recr	bIAP activator	TNAP inh hiacc	TNAP inh no acc	PPARg SRC1 recr	bIAP inhibitor	TR-FRET SRC-2 ct	PPARg SRC3 recr	TNAP act hi DEA	Efa HMGR inh
Clc1ccc2nnc(Cl)n2n1	1	1.1	0	-9	-2	-9	1620	-1	1	-2
COc1ccc(C(C)=O)cc1COc1ccc(-n2cnnn2)cc1	-2	0.9	-4	-1	6	7	1497	-14	1	1

All compounds of this part (from the top)
SMILES	PPARg SRC2 recr	bIAP activator	TNAP inh hiacc	TNAP inh no acc	PPARg SRC1 recr	bIAP inhibitor	TR-FRET SRC-2 ct	PPARg SRC3 recr	TNAP act hi DEA	Efa HMGR inh
Clc1ccc2nnc(Cl)n2n1	1	1.1	0	-9	-2	-9	1620	-1	1	-2
COc1ccc(C(C)=O)cc1COc1ccc(-n2cnnn2)cc1	-2	0.9	-4	-1	6	7	1497	-14	1	1
CCN1CCCC1CNC(=O)c1ccc(N2CCOCC2)c(NS(=O)(=O)c2ccc(OC)cc2)c1 (stereo not given)	4	1	2	-9	9	-2	1724	0	1	-4
Cc1cc(C)n2nc(CCCO)nc2n1	8	1.1	-2	-3	-5	-13	1492	2	1	-3
CCOC(=O)C1(C(F)(F)F)N=C(c2cccnc2)OC(N2CCOCC2)=N1 (stereo not given)	7	1	-5	5	-8	4	1568	-11	1.1	-3
Cc1ccc(-c2nnn(CC(=O)N(Cc3cccs3)C(C(=O)NC3CCCCC3)c3ccco3)n2)o1 (stereo not given)	1	0.6	-5	-15	0	38	1345	-2	1.1	2
COCc1cc(C)nc(Nc2ccc(C)cc2C)c1C#N	19	0.9	-4	-12	14	11	1983*	14	1	-3
CCCn1c(SCC(=O)OCC)nc(C(F)(F)F)cc1=O	7	1.1	-1	-14	6	-11	1958	3	1	-3
CCOc1ccc(C(=O)NCCN(C)C)cc1	3	0.9	-3	-7	1	6	1601	12	1	-4
Cc1ccc(Cn2c(S(=O)(=O)O)nc3ccccc32)cc1	0	0.9	-5	-12	-2	6	1686	-14	1	-5
Cc1ccc(Nc2nc(N)c([N+](=O)[O-])c(N3CCC(C)CC3)n2)cc1C	4	1.1	-5	-2	1	-12	1513	0	1.1	-4
CCc1ccc(-c2csc3ncn(CC)c(=O)c23)cc1	0	0.9	-8	-11	-2	9	1402	2	1.1	9
COc1ccc(OC)c(N=C(N)N=C(N)N)c1	10	1	-8	-8	-3	3	1635	-4	1.1	1
Cc1ccccc1OCc1nc(-c2ccc(NC(=O)c3ccc4c(c3)OCO4)cc2)no1	19	0.8	-3	-9	4	15	1685	-2	1	-2
COC(=O)CN(Cc1ccccc1)S(=O)(=O)c1ccc(OC)c(OC)c1	-1	0.9	2	-9	-5	6	1466	-8	1	0

Entries of single compounds as entered above. Order of screens: PPARg SRC2 recr	bIAP activator	TNAP inh hiacc	TNAP inh no acc	PPARg SRC1 recr	bIAP inhibitor	TR-FRET SRC-2 ct	PPARg SRC3 recr	TNAP act hi DEA	Efa HMGR inh
Clc1ccc2nnc(Cl)n2n1 across the screens: 1	1.1	0	-9	-2	-9	1620	-1	1	-2
COC(=O)CN(Cc1ccccc1)S(=O)(=O)c1ccc(OC)c(OC)c1 across the screens: -1	0.9	2	-9	-5	6	1466	-8	1	0
COc1ccc(OC)c(N=C(N)N=C(N)N)c1 across the screens: 10	1	-8	-8	-3	3	1635	-4	1.1	1
Cc1ccc(Nc2nc(N)c([N+](=O)[O-])c(N3CCC(C)CC3)n2)cc1C across the screens: 4	1.1	-5	-2	1	-12	1513	0	1.1	-4

More results.
SMILES	PPARg SRC2 recr	bIAP activator	TNAP inh hiacc	TNAP inh no acc	PPARg SRC1 recr	bIAP inhibitor	TR-FRET SRC-2 ct	PPARg SRC3 recr	TNAP act hi DEA	Efa HMGR inh
COc1ccc(N2CCN(C(=O)c3sc4nc(-c5ccc(F)cc5)cn4c3C)CC2)cc1	0	0.9	2	-2	4	14	1659	7	1	.
Cc1cccc(C(=O)c2ccccc2C(=O)O)c1O	-13	0.9	0	-10	5	10	1468	1	1	-5
CC(C)NC(=O)CCn1nc(-c2ccc(Cl)cc2)c2ccccc2c1=O	4	1	-5	-6	-2	-5	1569	-1	1.1	0
Cc1ccc(CCNc2ccc3ccccc3c2)cn1	-5	.	.	.	5	.	1690	9	.	-1
CCCC(=O)C1C(=O)CC(CC(C)SCC)CC1=O (stereo not given)	6	1	-4	9	-1	1	1412	5	1	-4
O=C(/C=C/c1ccco1)Nc1ccc(C(=O)N2CCOCC2)cc1	-2	0.4	0	-11	-3	.	1252	-3	1	0
CC(=O)N(Cc1cccs1)Cc1cc2ccc(C)c(C)c2nc1Cl	9	1	-1	-3	1	-3	1585	3	1	-6
Cc1[nH]n2c(=O)cc(-c3ccc([N+](=O)[O-])cc3)nc2c1-c1ccccc1	8	.	.	.	2	.	1457	2	.	.
Cc1ccc(S(=O)(=O)NC(C)(C)CSc2ncccn2)cc1	-1	0.9	-5	-9	17	12	1612	3	1.1	0
Cc1nn(CC(=O)Nc2ccc(N(C)C)cc2)c(C)c1[N+](=O)[O-]	3	0.9	-8	-16	1	7	1477	5	1.1	-1
O=C(NC(=O)c1cccc(Cl)c1)OC[C@@H]1CCCN2CCCCC12 (stereo not given in full)	1	1	-5	-20	-8	-2	1462	-4	1.1	2
FC(F)(F)c1cccc(NCc2cn3cccnc3n2)c1	10	1	-7	-12	4	4	1620	9	1.1	-5
COc1ccccc1NS(=O)(=O)c1ccc(Cl)c(NC(=O)CN2C(=O)c3ccccc3C2=O)c1	6	0.4	-2	-11	5	.	1641	3	1	-2
CCC(=O)OCCNc1cc(Sc2nc3ccccc3s2)c2nonc2c1[N+](=O)[O-]	4	0.8	0	1	2	24	1645	7	1	1
O=C1CC(c2ccccc2)n2ncnc2N1 (stereo not given)	5	0.9	-5	1	0	9	1666	7	1	-2
COc1ccc(/C=C(/NC(=O)/C=C/c2ccccc2)C(=O)N2CCOCC2)cc1	7	1.1	2	-1	10	-5	1571	3	1	-3
Cn1c(-c2ccc3c(c2)OCO3)cnc1NCc1cccc(Cl)c1	7	0.9	-5	-2	12	7	1598	6	1.1	-8
COc1ccc(CNC(=O)CCS(=O)(=O)Cc2cccc(Cl)c2)c(OC)c1	4	0.9	1	-8	-1	12	1564	4	1	-3
CC1CCCCN1CC(=O)NCc1ccc2c(c1)OCO2 (stereo not given)	-6	1.1	-4	-10	-3	-10	1370	-8	1	-7
CC(C)C(=O)N1CCN(c2cc(N3CCN(C)CC3)c(F)cc2[N+](=O)[O-])CC1	2	0.7	5	-4	4	31	1595	1	1	-7
O=[N+]([O-])c1ccccc1-c1ccc(C(=S)N2CCCC2)o1	5	0.9	2	-7	4	10	1992*	1	1	5
CCCNC(=O)Nc1cc(OCC)c(N2CCOCC2)cc1OCC	6	1	-6	-11	7	-2	1530	-1	1.1	0
CCC(C)NC(=O)C(CCSC)NC(=O)c1ccccc1 (stereo not given)	-6	1	-2	-3	-1	-4	1471	-1	1	-4
COc1cc(C2C(C#N)=C(C)NC3=C2C(=O)c2ccccc23)cc(OC)c1OC (stereo not given)	3	0.9	3	14	7	8	1711	7	1	-1
COc1cc(OC)c2c(c1)S(=O)(=O)C(c1ccccc1)=C2N	-12	1.2	-2	0	-11	-16	1292	2	1	-3
O=C(O)c1ccc(COc2cccc(CO)c2)cc1	2	1	-2	-9	10	4	1680	15	1	0
Cn1c(=O)c2c(n(C)c1=O)=NC1(CCCCC1)N=2	-5	1	-9	-17	-2	1	1515	2	1.1	1
Cc1ccc(OCC(=O)NCc2ccccc2)c([N+](=O)[O-])n1	6	1.1	0	-19	9	-7	1467	3	1	-11
CCc1ccccc1NC(=S)N(CCCN1CCN(C)CC1)Cc1cccs1	-8	1	0	-9	2	1	1553	-5	1	-4
COc1cc(/C=C2\SC(c3ccccc3)=NC2=O)cc(Cl)c1O	0	0.5	25	52*	3	47	1332	4	0.8	2
CC(C)Cc1nc(N2CCCCC2)c(C#N)c2c1CCC2	7	0.9	-8	-9	3	8	1476	3	1.1	4
CC(=O)N1[C@@H]2CC3C4CC=C5C[C@@H](O)CC[C@]5(C)C4CC[C@]3(C)[C@@]21C(C)=O (stereo not given in full)	-6	1.1	0	-4	-2	-5	1492	-4	1	1
COc1ccc(Cl)cc1N(CC(=O)Nc1ccc2c(c1)OCO2)S(C)(=O)=O	-3	1	-8	-14	3	-2	1617	4	1.1	-5
Cc1cc(C(=O)CCl)c(C)n1-c1cccc([N+](=O)[O-])c1	-6	1.1	-4	-2	-2	-7	1382	-1	1	-6
COC(=O)CC(NC(=O)c1ccco1)c1cccc2ccccc12 (stereo not given)	7	0.9	1	-5	4	10	1525	-5	1	-2
CC(=O)Nc1ccc(C(=O)OCc2ccc(Cl)cc2)cc1	4	0.9	-6	-14	0	9	1504	1	1.1	-2
Cc1cc(NC(=O)COC(=O)COc2ccc3c(c2)CCC3)no1	2	0.8	-4	-14	0	22	1422	-7	1	1
Oc1ccc(-c2nc3cnccn3c2Nc2ccc3c(c2)OCCO3)cc1	13	1	0	-13	4	0	1758	12	1	-10
S=C(NCCN1CCOCC1)Nc1cccc2ccccc12	1	1.1	0	-5	5	-13	1476	4	1	1
CCOC(=O)c1oc2ccccc2c1NC(=O)CN1CCN(C)CC1	8	1	-11	-11	10	-3	1558	8	1.1	-2
COc1ccc(C(OC(=O)c2ccco2)C(=O)NCc2ccco2)cc1 (stereo not given)	-2	1	-4	-11	9	-1	1641	7	1	0
COC(=O)c1ccccc1NC(=O)c1nc2nc(C)cc(C(F)F)n2n1	-4	0.8	-4	-11	0	18	1491	-6	1	2
Cc1ncsc1CCOC(=O)C12CC3CC(CC(C3)C1)C2	9	0.9	-6	-11	2	5	1492	2	1.1	-4
CC(=O)NC(C)C12CC3CC(CC(CC(=O)O)(C3)C1)C2 (stereo not given)	11	0.9	-3	-9	0	5	1514	7	1	-9
O=c1oc(-c2cccs2)nc2ccc(Cl)cc12	6	1	-2	-8	7	-2	1627	9	1	-5
NC(=O)Cn1c(=O)n(CCc2ccccc2)c(=O)c2c3c(sc21)CCCC3	-3	1	-7	-12	-7	5	1456	-8	1.1	-7
Cc1ccc(S(=O)(=O)N(C)CCCC(=O)Nc2ccc(F)cc2)cc1	7	0.9	-5	-13	0	14	1555	4	1	4
Fc1ccc(F)c(NC(=S)NCCc2ccccc2)c1	-2	1.1	-1	-2	-3	-9	1532	-2	1	-13
O=C1c2oc3ccccc3c(=O)c2C(c2cccc(Br)c2)N1Cc1ccco1 (stereo not given)	3	1.1	-2	-2	11	-5	1556	7	1	-2
Cc1ccc(Sc2ccc(C(=O)N(C)C)cc2[N+](=O)[O-])cc1	2	0.9	0	-1	1	6	1506	3	1	0
CCc1ccc(NC(=O)COn2nnc3ccc(S(=O)(=O)N(C)C)cc32)cc1	7	1	-8	-8	7	1	1451	7	1.1	-7
CCN1CCN(C(CNC(=O)c2ccc3c(c2)OCO3)c2cccnc2)CC1 (stereo not given)	4	0.9	-1	-1	0	6	1454	0	1	2
O=C(CNCC1CCCCC1)Nc1cccc(S(=O)(=O)N2CCOCC2)c1	7	1.1	-5	-11	8	-12	1776	8	1	-5
COc1cccc(CNC(=O)CCC2CCCN(C(=O)c3cc(C)[nH]n3)C2)c1 (stereo not given)	-5	1.2	-4	4	1	-25	1305	2	1	1
Cc1cccc(C)c1NC(=O)CN(C)C(C)C(=O)Nc1ccccc1-c1ccccc1 (stereo not given)	-3	1.3	-4	-12	-1	-30	1225	0	1	-5

Random draw from the library. Share with any hit: about 1.6%.
